Compound activity as filed in PubChem.
PfM18AAP inh = blocks P. falciparum M18 aspartyl aminopeptidase; inhibition, % at 7.35 µM; 290,000 tested, 1.2% active; recombinant PfM18AAP, H-Glu-NHMec fluorogenic cleavage; AID 1822;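 active means inhibition above the campaign mean inhibition over all tested compounds plus 3 SD, cut at about 28% in these data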;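 further: 0% = plate median of test compound wells and 100% = 2 mM ZnCl2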
GalR3 antagonist = antagonists of human GalR3. inhibition, % at 3 µM. O60755. AID 651719. 360,000 tested, 0.44% active. HEK293 GalR3-CNG cAMP membrane potential fluorescence; galR3 body fused to GalR1 C-terminus;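 active means inhibition above the screen-wide average plus 3 SD, cut at about 13% in these data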;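 further: forskolin and galanin both at EC90 stimulate the cells; cAMP rise reported by CNG channel membrane potential dye signal; 0% = forskolin plus galanin with DMSO and 100% = forskolin alone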
Target sequence (O60755 1-299 limits assumed): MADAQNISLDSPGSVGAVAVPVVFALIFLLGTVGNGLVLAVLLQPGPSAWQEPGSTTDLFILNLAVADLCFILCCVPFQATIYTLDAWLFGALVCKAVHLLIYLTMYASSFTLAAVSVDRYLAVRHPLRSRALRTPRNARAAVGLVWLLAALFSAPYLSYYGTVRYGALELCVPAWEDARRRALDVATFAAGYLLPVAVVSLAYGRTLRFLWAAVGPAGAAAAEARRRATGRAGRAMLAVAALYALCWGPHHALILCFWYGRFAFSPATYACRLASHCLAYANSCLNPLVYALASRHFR
OXTR ag = human OXTR agonism; P30559; CHO-OTR cells, Fluo-8 calcium fluorescence; normalized: DMSO 0%, oxytocin 100%; activation, % at 3 µM; 320,000 tested, 0.32% active; AID 2435;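 active means activation above the mean of all tested compounds plus 3 SD, cutoff set per screening run, cut at about 20% in these data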;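 further: peak over basal fluorescence ratio from a 100 s FLIPR kinetic read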
Target sequence (P30559 whole entry, looked up): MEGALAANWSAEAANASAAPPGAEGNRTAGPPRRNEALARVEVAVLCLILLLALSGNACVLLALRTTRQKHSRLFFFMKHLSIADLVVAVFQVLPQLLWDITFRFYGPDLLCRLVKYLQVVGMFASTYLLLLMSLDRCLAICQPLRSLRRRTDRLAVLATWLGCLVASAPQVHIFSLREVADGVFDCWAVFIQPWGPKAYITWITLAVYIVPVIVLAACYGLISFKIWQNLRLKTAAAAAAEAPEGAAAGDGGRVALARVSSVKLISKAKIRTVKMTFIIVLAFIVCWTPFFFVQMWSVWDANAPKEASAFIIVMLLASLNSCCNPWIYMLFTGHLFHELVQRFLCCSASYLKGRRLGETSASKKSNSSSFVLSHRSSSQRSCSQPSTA
MEKK2wt PB1 HTS = raises or lowers MEK5 binding to wildtype human MEKK2 PB1 domain; Q9Y2U5; bead flow cytometry, Alexa488-MEK5 binding to MEKK2 WT; actives lie on both sides; binding response (% of control), % at 10 µM; 290,000 tested, 1.1% active; AID 1531; in the data active means binding response below about 67% or above about 130%
V1R ag counter = V1a receptor agonism, counter-screen for OXTR agonists; P37288; CHO-V1R cells, Fluo-8 calcium fluorescence, agonist mode; 0% DMSO, 100% 3 nM vasopressin; activation, % at 3 µM; 320,000 tested, 0.25% active;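 active means activation above the mean activation of all tested compounds plus 3 SD, per screening run, cut at about 20% in these data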;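 further: signal is peak over basal fluorescence ratio across a 100 second FLIPR read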
Target sequence (P37288 whole entry, looked up): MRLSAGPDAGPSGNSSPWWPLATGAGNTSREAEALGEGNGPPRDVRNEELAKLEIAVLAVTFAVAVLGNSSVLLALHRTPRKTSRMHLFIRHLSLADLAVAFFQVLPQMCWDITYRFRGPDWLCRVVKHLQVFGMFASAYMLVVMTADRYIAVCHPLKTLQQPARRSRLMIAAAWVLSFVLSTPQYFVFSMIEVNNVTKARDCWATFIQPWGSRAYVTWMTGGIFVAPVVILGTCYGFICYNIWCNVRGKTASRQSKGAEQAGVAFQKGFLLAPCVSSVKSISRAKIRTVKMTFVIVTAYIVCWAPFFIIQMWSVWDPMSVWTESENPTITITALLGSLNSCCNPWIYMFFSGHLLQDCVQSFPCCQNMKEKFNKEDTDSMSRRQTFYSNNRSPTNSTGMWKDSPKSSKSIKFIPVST
NALP1 inh = blocks the NALP1 inflammasome reconstituted in yeast; inhibition, % at 10 µM; S. cerevisiae NALP1/ASC/caspase-1 growth, X-gal OD620, 72 h; AID 2071; 280,000 tested, 0.61% active; in the data active means inhibition mostly above about 24%, no sharp cut-off; inactive means mostly below about 32%; further: some compounds called inactive have numbers as strong as hits
MEKK2 mut-MEK5 = signal of MEK5 binding to mutant human MEKK2 PB1 domain. bead flow cytometry, Alexa488-MEK5 binding to MEKK2 mutant. percent response, % at 10 µM. 290,000 tested, 0.35% active. AID 1530; in the data active means percent response above about 24%, passing the limit was not always enough; further: inactives centre near 1; some results filed as inactive read as strong as hits
OXTR potentiator = potentiates the human oxytocin receptor response | activation, % at 3 µM | CHO-OTR cells, Fluo-8 calcium fluorescence, potentiator mode; 0% = oxytocin EC15, 100% = EC100 | 320,000 tested, 0.061% active;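 active means activation above that plate's cutoff, the mean activation of tested compounds plus 3 SD, cut at about 6.6% in these data, passing the limit was not always enough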;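 further: 100% uses oxytocin at 75 nM as the full agonist control; some results filed as inactive read as strong as hits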
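assay system = CHO-OTR cells, human receptor | schedule = compound 6 min at room temperature before oxytocin, 100 s read | detection = Fluo-8 intracellular calcium fluorescence, ex 470-495, em 515-575 nm | evaluation = normalized max/min fluorescence ratio, % activation | control set = EC15 oxytocin alone as 0%, 75 nM oxytocin (EC100) as 100%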
GPR7 antagonist = blocks human GPR7 receptor signaling; P48145; GPR7-expressing cells, fluorescence antagonist assay; inhibition, % at 4.4 µM; 290,000 tested, 1.1% active; AID 1861; in the data active means inhibition above about 16%, passing the limit was not always enough;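 further: cells stimulated with the agonist NPW; 0% = agonist with vehicle and 100% = vehicle without agonist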
* hit, by the source's call; nt = not tested or not shown.

Sample of the layout:
Molecule | MEKK2 mut-MEK5 | GalR3 antagonist | MEKK2wt PB1 HTS | V1R ag counter | GPR7 antagonist | NALP1 inh | OXTR ag | OXTR potentiator | PfM18AAP inh
Cc1cc(NC(=O)CSc2nnnn2-c2ccc(C)c(Cl)c2)no1 | -4 | -8 | 102 | 0.0 | -2 | -2 | -1.1 | -16 | -6
Cc1ccc(S(=O)(=O)NNC(=O)C2Cc3c(ccc4ccccc34)O2)cc1 (stereo not drawn) | -3 | 3 | 97 | 9.2 | 0 | -15 | 8.4 | -24 | 0
Cc1ccccc1N1C(=O)c2cccc([N+](=O)[O-])c2C1=O | 1 | -1 | 84 | nt | -10 | 4 | nt | nt | -1
CCOC(=O)c1cnc2ncnn2c1N | -2 | -3 | 92 | -0.1 | -11 | 3 | 0.9 | -3 | -8

All compounds of this part, from the start:
Molecule | MEKK2 mut-MEK5 | GalR3 antagonist | MEKK2wt PB1 HTS | V1R ag counter | GPR7 antagonist | NALP1 inh | OXTR ag | OXTR potentiator | PfM18AAP inh
Cc1cc(NC(=O)CSc2nnnn2-c2ccc(C)c(Cl)c2)no1 | -4 | -8 | 102 | 0.0 | -2 | -2 | -1.1 | -16 | -6
Cc1ccc(S(=O)(=O)NNC(=O)C2Cc3c(ccc4ccccc34)O2)cc1 (stereo not drawn) | -3 | 3 | 97 | 9.2 | 0 | -15 | 8.4 | -24 | 0
Cc1ccccc1N1C(=O)c2cccc([N+](=O)[O-])c2C1=O | 1 | -1 | 84 | nt | -10 | 4 | nt | nt | -1
CCOC(=O)c1cnc2ncnn2c1N | -2 | -3 | 92 | -0.1 | -11 | 3 | 0.9 | -3 | -8
CCN(CC(=O)NCc1cccs1)C(=O)c1ccc(OC)c(S(=O)(=O)N2CCOCC2)c1 | nt | -5 | nt | -0.3 | nt | nt | 0.0 | -5 | nt
CC(OC(=O)[C@H](C)NC(=O)c1ccccc1Cl)C(=O)NCc1ccc2c(c1)OCO2 (stereo partly drawn) | nt | 1 | nt | -0.5 | nt | nt | -1.7 | -10 | nt
Cc1cccc(C(=O)Nc2ccccc2C(=O)NCc2cccnc2)c1 | 4 | -5 | 107 | 0.1 | -5 | -11 | -0.6 | -4 | 2
Cc1onc(-c2ccccc2Cl)c1C(=O)Nc1ccc(S(=O)(=O)N2CCCC2)cc1 | 2 | -1 | 104 | 2.2 | -3 | 12 | 3.2 | -8 | -7
Cc1nnc(NC(=O)C(c2ccccc2)c2ccccc2)s1 | -11 | -8 | 93 | -0.2 | -3 | 30 | 0.1 | -12 | -7
CCCn1c(SCC(=O)NC2CCCC2)nnc1-c1ccccn1 | -10 | -6 | 60 | 0.4 | -3 | nt | 0.4 | 0 | -6
COc1ccc2nc(C)cc(N3CCN(S(=O)(=O)c4ccccc4F)CC3)c2c1 | nt | -4 | nt | 1.5 | nt | nt | -1.7 | -5 | nt
COc1ccc2c(c1)c(C(C)=O)c(C)n2CCc1ccc(OC)c(OC)c1 | 6 | -12 | 106 | 3.2 | -13 | 1 | -0.2 | -7 | 4
c1ccc2oc(Cc3ccc(Cc4nc5ccccc5o4)cc3)nc2c1 | 0 | -3 | 98 | 7.2 | -16 | -6 | 2.3 | -17 | -7
CC(=O)Nc1ccc(S(=O)(=O)N2CCC(C(=O)NC3CC3)CC2)cc1 | 4 | 2 | 106 | 0.3 | 1 | 0 | 1.2 | -1 | 2
O=c1cc(-c2cccc(F)c2)[nH]c2ccccc12 | 3 | 2 | 93 | 1.4 | 13 | 25 | 1.0 | 2 | 4

Among those listed so far, these have four or more nitrogen atoms.
Molecule | MEKK2 mut-MEK5 | GalR3 antagonist | MEKK2wt PB1 HTS | V1R ag counter | GPR7 antagonist | NALP1 inh | OXTR ag | OXTR potentiator | PfM18AAP inh
Cc1cc(NC(=O)CSc2nnnn2-c2ccc(C)c(Cl)c2)no1 | -4 | -8 | 102 | 0.0 | -2 | -2 | -1.1 | -16 | -6
CCOC(=O)c1cnc2ncnn2c1N | -2 | -3 | 92 | -0.1 | -11 | 3 | 0.9 | -3 | -8
CCCn1c(SCC(=O)NC2CCCC2)nnc1-c1ccccn1 | -10 | -6 | 60 | 0.4 | -3 | nt | 0.4 | 0 | -6

Following part:
Molecule | MEKK2 mut-MEK5 | GalR3 antagonist | MEKK2wt PB1 HTS | V1R ag counter | GPR7 antagonist | NALP1 inh | OXTR ag | OXTR potentiator | PfM18AAP inh
Oc1ccc(Br)cc1-c1cc(-c2ccccc2F)[nH]n1 | 0 | -5 | 102 | 1.4 | 0 | -28 | 0.4 | -5 | -2
COc1ccc(CCNC(=O)Cn2cnc3c(cnn3C(C)(C)C)c2=O)cc1OC | -2 | -2 | 99 | 0.7 | -12 | 37 | 0.7 | -3 | -4
O=C1CCC(=O)N1c1nc2nc(-c3ccccc3)cc(-c3ccccc3)n2n1 | 14 | -2 | 131 | -0.3 | -3 | 18 | 0.2 | 0 | 1
Clc1ccc(OCc2noc(-c3ccsc3)n2)c(Cl)c1 | -2 | 1 | 96 | -0.2 | -8 | 24 | -1.1 | -2 | -12
Cc1ccc(S(=O)(=O)N2CCC(NC(=O)c3cccc(F)c3)CC2)cc1 | 0 | -11 | 102 | -0.5 | 2 | 11 | -2.2 | -6 | 4
Cc1nnc(NC(=O)c2cc(S(=O)(=O)N3CCCCC3)ccc2Cl)s1 | 8 | -1 | 108 | -0.1 | -3 | 2 | -0.3 | -2 | -4
CC(CCc1ccccc1)NC(=O)COC(=O)c1cc(NS(=O)(=O)c2ccc(Cl)c([N+](=O)[O-])c2)ccc1O (stereo not drawn) | -3 | -1 | 96 | 2.9 | 9 | 10 | 1.2 | -9 | -4
CC(=O)c1ccc(N(C(=O)Cn2nnc(-c3ccccc3)n2)C(C(=O)NC2CCCCC2)c2ccccn2)cc1 (stereo not drawn) | -2 | -1 | 95 | 0.4 | -9 | 34 | 0.2 | -2 | -6
CCC(=O)Nc1nnc(-c2ccc(OC)cc2)o1 | -3 | 4 | 99 | 1.4 | -2 | 11 | 0.6 | 2 | -3
COCCN(C(=O)c1ccc(-c2ccc(Cl)cc2)o1)c1c(N)n(CC(C)C)c(=O)[nH]c1=O | nt | -4 | nt | -0.6 | nt | nt | -0.2 | 0 | nt
CCN(CC(=O)Nc1ccc(NC(C)=O)cc1)C(=O)c1c(-c2c(F)cccc2Cl)noc1C | 9 | 0 | 106 | 0.5 | -8 | 4 | 0.9 | 2 | -3
COCCCNC(=O)c1ccc(C(=O)NCCCOC)cc1 | 0 | -5 | 101 | 1.0 | 10 | -6 | -0.2 | -2 | 0
O=C(Nc1nnc(C2CC2)s1)c1cccnc1Oc1ccc(Cl)cc1 | -3 | -5 | 105 | 0.0 | -14 | 1 | -1.4 | -10 | -6
Cc1ccc(NC(=O)Cn2nnc(C(=O)Nc3ccc(C)c(C)c3)c2N)cc1 | -3 | -4 | 102 | 0.1 | -1 | 15 | 0.0 | 1 | -5
O=S(=O)(c1ccc2ccccc2c1)N1CCN(CCO)CC1 | 5 | -3 | 101 | 0.9 | -6 | 6 | -0.9 | 3 | -3

Going on with the list:
Molecule | MEKK2 mut-MEK5 | GalR3 antagonist | MEKK2wt PB1 HTS | V1R ag counter | GPR7 antagonist | NALP1 inh | OXTR ag | OXTR potentiator | PfM18AAP inh
O=C(Nc1nc(-c2cc(Cl)sc2Cl)cs1)c1ccc(Br)s1 | -1 | 0 | 99 | 1.3 | -3 | -5 | -0.3 | -10 | -11
CC(C)N(C(=O)CSc1nnc(-c2ccc3c(c2)OCO3)n1C)C(C)C | -12 | -5 | 86 | -0.1 | 8 | -8 | -0.7 | -11 | -8
CC(C)(C)NC(=O)NC(=O)CSc1n[nH]c(-c2ccccc2Br)n1 | -2 | 0 | 101 | 1.3 | 12 | 6 | -2.0 | -4 | -4
CCc1ccc(N2CC(C(=O)Nc3ccc(S(=O)(=O)N4CCOCC4)cc3)CC2=O)cc1 (stereo not drawn) | nt | -1 | nt | -0.5 | nt | nt | -1.5 | -10 | nt
Cc1ccc(C(=O)NCCc2ccc(S(N)(=O)=O)cc2)cc1[N+](=O)[O-] | -11 | 0 | 89 | 0.0 | -11 | 2 | 0.0 | -11 | 4
Cc1ccc(S(=O)(=O)N2CCCOC2CNC(=O)C(=O)NC2CCCCC2)cc1 (stereo not drawn) | nt | -6 | nt | 4.6 | 0 | 0 | 2.2 | -3 | -7
O=c1c(C(c2ccc(F)cc2)c2c(O)nc3n(c2=O)CCS3)c(O)nc2n1CCS2 | 8 | -2 | 104 | 0.2 | -8 | 16 | 0.0 | -6 | -10
COC(=O)c1ccc(Oc2cc(C)nc(SC)n2)cc1 | -8 | -8 | 74 | 0.9 | -15 | 11 | -0.8 | -7 | 4
O=C(O)CSc1nnc(NC(=O)c2ccc3c(c2)OCO3)s1 | 3 | -3 | 106 | -0.1 | -24 | -10 | 2.6 | -9 | 1
OCCCCNCc1ccc(OCc2ccc(Cl)cc2Cl)cc1 | 34* | -9 | 169* | 7.8 | 39* | 1 | 14 | -9 | -15
O=C(Nc1sc2c(c1C(=O)O)CCCC2)c1ccc(F)cc1 | 5 | -9 | 103 | nt | -8 | 13 | nt | nt | -1
COCCn1c(SCC(=O)N2CCCCCC2)nc2c(c1=O)SCC2 | 1 | 6 | 103 | -0.1 | -6 | 20 | 0.6 | -5 | 3
CC1=NOC(=O)/C1=C/c1ccc(-c2ccc(Cl)cc2)o1 | -3 | nt | 97 | 1.8 | -12 | 4 | 6.5 | -11 | 13
Cc1ccccc1N1CC(C(=O)N2CCc3ccccc32)CC1=O (stereo not drawn) | nt | 4 | nt | 0.3 | nt | nt | 0.0 | -9 | nt
CCc1cc(-c2[nH]ncc2-c2ccc(OC)cc2)c(O)cc1O | 2 | -12 | 104 | 6.0 | -4 | -14 | 3.8 | -11 | 6

Other compounds follow:
Molecule | MEKK2 mut-MEK5 | GalR3 antagonist | MEKK2wt PB1 HTS | V1R ag counter | GPR7 antagonist | NALP1 inh | OXTR ag | OXTR potentiator | PfM18AAP inh
CN1CC(=O)N(CCOc2ccccc2)C1=O | nt | -3 | nt | 0.6 | 9 | 4 | 0.2 | -10 | -9
CC(C(=O)Nc1ccccc1C(=O)N1CCOCC1)N(c1ccccc1)S(C)(=O)=O (stereo not drawn) | 1 | 0 | 100 | 0.3 | -10 | -3 | -0.1 | 4 | -3
N#Cc1ccsc1NC(=O)CN1CCN(c2ccc(O)cc2)CC1 | 1 | 1 | 103 | 1.0 | -3 | nt | 2.6 | 1 | 30*
Cc1ccc(C(=O)CCC(=O)NC2CCCC(C)C2C)cc1 (stereo not drawn) | 6 | 3 | 105 | -1.5 | -12 | 2 | -1.0 | 2 | 4
O=C(COc1ccc2c3c(c(=O)oc2c1)CCC3)N1CCN(c2ccccc2)CC1 | 7 | 6 | 101 | 0.3 | 1 | 17 | -1.6 | -4 | 0
CC(C)NC(=O)CSc1nc(N)c(NC(=O)c2ccco2)c(=O)[nH]1 | -4 | 2 | 97 | 0.7 | -15 | 8 | 0.0 | -4 | 2
COc1ccc(N(CC(=O)N2CCN(c3cccc(Cl)c3)CC2)S(=O)(=O)c2c(C)noc2C)cc1 | -3 | -9 | 95 | 1.0 | -3 | 7 | 0.2 | -5 | 0
CC1(C)Cc2cccc(OCC(O)CN3CCN(c4ccccn4)CC3)c2O1 (stereo not drawn) | 9 | -5 | 127 | nt | -12 | -67 | nt | nt | 3
CC1(C)Cc2ccccc2-c2nc(NCCO)n(-c3ccccc3)c(=O)c21 | 22 | -2 | 100 | -0.4 | 1 | 15 | -0.8 | -12 | -6

Compounds as they come; overall some 4.1% were active at least once.
